EPAC2 antag: EPAC2 (human) antagonism | EPAC2 GEF exchange of Rap1B-BODIPY-GDP, fluorescence | Q8WZA2 | AID 720708 | 360,000 tested, 0.18% active | Potency, µM (highest dose often 114 µM), for the others: at the top dose activity, negative = inhibition, usual class: inhibitors; also: potency is read from the fitted curve at half-maximal effect; % is scaled to controls: 0 for no effect and ±100 for the full control effect; nearly all actives have a fitted effect of over 45% in size; many of its hits are not listed in these tables
EPAC2 agonist: activates human EPAC2 exchange factor. EPAC2 activation, biochemical qHTS; response scale: 100% = 6.5 mM cAMP response. Potency, µM (series often up to 154 µM), inactives show top-dose activation, actives largely listed as activators. 360,000 tested, 0.079% active; also: potency is read from the fitted curve at half-maximal effect; nearly all actives have a fitted effect of over 50% in size
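Compounds were added across a concentration range to EPAC2 (100 nM), RAP1B-BODIPY-GDP (250 nM) and GDP (50 uM). After 5 min at room temperature, fluorescence was recorded at 5-min intervals for 30 min.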
MmCpn inh: inhibitors of Methanococcus maripaludis chaperonin (MmCpn) | purified Mm-Cpn ATPase, ADP Transcreener TR-FRET | Potency, µM (titrated, usually from 76.9 µM), without a hit: at the highest dose activity, negative = inhibition, usual class: inhibitors | 330,000 tested, 0.031% active | AID 504842; also: potency is read from the fitted curve at half-maximal effect; % is scaled to controls: 0 for no effect and ±100 for the full control effect; nearly all actives have a fitted effect of over 80% in size
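ATP (10 uM final) was added to archaeal chaperonin (25 nM final) after 10 min exposure to test compound at 37°C; after 30 min further incubation, ADP was detected by competitive TR-FRET.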
pAkt inh: blocks phosphorylation of Akt; Neuro2A IGF-stimulated pAkt S473 HTRF, 20 min; hits give low values; activity change, % for hits at 50 µM; 360,000 tested, 0.32% active; in the data active = activity change below about -80%; inconclusive = mostly about -51% to -80%; also: % is scaled to controls: 0 for no effect and ±100 for the full control effect
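Neuro2A cells in DMEM with 0.5% FBS, overnight at 37 deg C, given compound at single 50 µM final, then IGF (6 nM final) for 20 min at 37 deg C. Lysed; phospho-Akt Ser473 by HTRF after 24 h, 665/615 ratio.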
PTHR1 ag: activates the human parathyroid hormone receptor PTHR1 | Q03431 | HEK293 GP2 PTHR1 cells, GloSensor cAMP luminescence, 1 h | Potency, µM (series often up to 115 µM), for inactives: top-dose activation, most hits filed as activators | 410,000 tested, 0.075% active; also: potency is read from the fitted curve at half-maximal effect; nearly all actives have a fitted effect of over 55% in size; some results filed as inactive show a strong effect at the top dose; inactives centre near -15; many of its hits are not listed in these tables
Target sequence (Q03431 whole entry, looked up): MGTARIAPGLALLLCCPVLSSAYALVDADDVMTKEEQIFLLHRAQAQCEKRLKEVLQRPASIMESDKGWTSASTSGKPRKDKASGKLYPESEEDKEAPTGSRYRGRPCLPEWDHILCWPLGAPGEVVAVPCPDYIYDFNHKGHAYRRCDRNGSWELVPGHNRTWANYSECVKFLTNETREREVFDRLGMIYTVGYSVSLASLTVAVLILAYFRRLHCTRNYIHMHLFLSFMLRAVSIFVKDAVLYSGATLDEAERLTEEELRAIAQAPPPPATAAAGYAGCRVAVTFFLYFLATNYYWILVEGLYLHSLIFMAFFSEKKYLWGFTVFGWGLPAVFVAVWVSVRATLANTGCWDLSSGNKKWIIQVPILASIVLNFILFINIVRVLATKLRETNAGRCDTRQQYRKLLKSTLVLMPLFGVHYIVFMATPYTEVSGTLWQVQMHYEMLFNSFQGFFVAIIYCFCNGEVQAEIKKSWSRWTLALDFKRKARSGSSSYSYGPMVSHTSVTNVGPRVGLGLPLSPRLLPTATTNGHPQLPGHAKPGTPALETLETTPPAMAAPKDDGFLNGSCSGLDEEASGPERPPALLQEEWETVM
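HEK-293-derived GP2 cells expressing PTHR1 and a GloSensor cAMP reporter, 3,000/well, plated overnight, given luciferin plus IBMX (each 0.5 mM as added) for 1 h at 37 °C, then compound for 1 h at 37 °C. Luminescence was read after 15 min at room temperature.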
CCT modulator: modulators of cytosolic chaperonin (CCT/TRiC) activity; purified chaperonin ATPase assay, HTRF ADP detection, 30 min; activity change, % (concentration not given with the values), hits read low; 360,000 tested, 0.3% active; AID 651819; in the data active = activity change below about -30%; also: % is scaled to controls: 0 for no effect and ±100 for the full control effect
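TRiC (40 or 20 nM final, by batch activity) in 30 mM Tris pH 7.4, 100 mM KCl, 5 mM MgCl2, 1 mM DTT was treated with compound at 76 uM single dose, then 10 uM ATP, 30 min at 37 °C. ADP was read by HTRF Transcreener.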
D3 ag: D3 dopamine receptor (human) agonism. P35462. AID 652048. max activation, %. 410,000 tested, 0.58% active. D3R DiscoveRx beta-arrestin cells, luminescence, 90 min; in the data active = max activation above about 30%; also: 0% is about no effect; mostly tested at two doses, the higher about 12 µM
Target sequence (P35462 whole entry, looked up): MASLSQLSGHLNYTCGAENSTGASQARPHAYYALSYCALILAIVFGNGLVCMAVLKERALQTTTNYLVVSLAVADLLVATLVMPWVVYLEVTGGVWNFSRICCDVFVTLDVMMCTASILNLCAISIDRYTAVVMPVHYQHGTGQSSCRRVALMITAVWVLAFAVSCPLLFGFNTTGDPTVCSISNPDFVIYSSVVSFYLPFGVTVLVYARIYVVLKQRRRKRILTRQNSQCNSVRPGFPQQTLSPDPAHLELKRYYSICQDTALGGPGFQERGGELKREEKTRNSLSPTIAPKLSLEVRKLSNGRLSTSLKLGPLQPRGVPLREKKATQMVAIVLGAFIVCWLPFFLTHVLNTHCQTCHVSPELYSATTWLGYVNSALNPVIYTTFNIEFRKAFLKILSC
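Cells at 1500/well, incubated overnight, then treated with pinned compounds (dopamine as control) for 90 min at 37 degrees C. DiscoveRx reagent added for 30 - 60 minutes at room temperature; luminescence read.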
D3 antag: D3 dopamine receptor (human) antagonism; max response, negative = inhibition, %; P35462; D3R cells, DiscoveRx beta-arrestin luminescence, antagonist mode; hits give low values; 360,000 tested, 2.5% active; in the data active = max response below about -50%; inconclusive = no clear call, values can overlap the other calls; also: % is scaled to controls: 0 for no effect and ±100 for the full control effect; mostly tested at two doses, the higher about 12 µM
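Cells plated overnight at 1500 cells/well, then exposed to library compounds with dopamine controls for 90 minutes at 37 degrees C. DiscoveRx reagent added for 30–60 minutes at room temperature; luminescence read, quantitative HTS format.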
* marks the source's active call; other numbers are inactive results; i = inactive; u = inconclusive; x = no result given; & = joins results of further samples; [ ] = another dose, or the depositor's remark. Unless noted, calls follow the shape of the dose curve; as a rule, active = well fitted curve in the direction sought with a large enough effect; inconclusive = small, poorly fitted or top-dose-only effect, or another doubt; inactive = no such curve, though single readings can be large; an effect the other way counts as inactive or inconclusive. The list is partial, so the mix of outcomes need not match the whole.

SMILES | EPAC2 antag | EPAC2 agonist | MmCpn inh | pAkt inh | PTHR1 ag | CCT modulator | D3 ag | D3 antag
O=[N+]([O-])c1cc(CN2CCN(c3ccccc3)CC2)c(O)c2ncccc12 | 4.3% | -2.4% | 4.5% | i | -6.7% | 2.8 | -43.2 | -109.1*
O=C(O)C1=C[C@@H](c2csc3ccccc23)C[C@@H](OCCCCO)O1 | -1.5% | 6.9% | x | i | -2.0% | -2.6 | 7.0 | -24.2
COc1cc(SC)ccc1C(=O)NCCN1CCOCC1 | -2.8% | 12.6% | -0.1% | i | -12.5% | -2.8 | -31.7 | -25.9
Cc1ccn2c(=O)nc(SCC(=O)c3ccc(Cl)cc3)nc2c1 | 2.7% | 2.4% | -1.2% | i | -12.9% | -4.0 | -11.3 | -7.1
COc1cc(N=Cc2c(CO)cnc(C)c2O)cc(OC)c1OC | 4.2% | -6.4% | -1.3% | i | i | 1.3 | -3.1 | -17.6
Cc1c(C(=O)O)oc2c1C(=O)CC(C)(C)C2 | -0.7% | -0.7% | -1.4% | i | i | -0.1 | 17.7 | -12.8
CCCc1n[nH]c(=O)c2c1nnn2Cc1ccccc1F | -2.8% | 11.9% | 2.1% | i | i | -0.9 | 8.4 | -0.8
COc1cc(NC(=O)CSc2nnnn2C2CCCC2)cc(OC)c1 | -2.4% | 3.4% | -0.3% | i | -2.7% | -2.7 | 4.3 | 11.6
O=C(NNC(=O)C1CCCO1)c1ccc(Br)cc1 (configuration not stated) | -1.2% | 4.2% | 0.5% | i | i | -1.6 | 0.0 | 11.6
CCN(CC)C(=O)CN(C#N)c1nc(C)cc(C)n1 | -7.6% | 3.9% | -0.4% | i | i | -4.4 | 5.3 | 3.1
COc1ccc(/C=C2\SC(=S)N(CC(=O)NCCO)C2=O)cc1 | 15.4% | -2.2% | -2.0% | i | -15.6% | 3.0 | 5.0 | 18.5
CCOC(=O)CCNC(=O)N1CCCC(C(=O)c2ccccc2SC)C1 (configuration not stated) | -1.9% | 8.4% | 0.2% | i | i | -0.3 | 5.1 | u
CCN(CC(=O)Nc1c(F)cccc1F)C(=O)CCN1C(=O)C2CCCCC2C1=O (configuration not stated) | 2.2% | 13.4% | -11.3% | i | i | -0.9 | 11.4 | -2.6
CCCn1nnnc1SCC(=O)N1CCCCC1 | -0.6% | 7.9% | 0.6% | i | i | -0.3 | -4.5 | -24.8
COc1ccc(/C=N/NC(=O)c2cc(-c3ccccc3OC)nc3ccccc23)cc1COC(C)=O | 0.1% | 0.3% | -5.0% | i | i | -1.6 | -2.0 | 8.1
COc1ccccc1CNC(=O)C(C)Oc1ccccc1 (configuration not stated) | -5.3% | 7.2% | -2.0% | i | i | -8.2 | -0.5 | 1.6
CCOC(=O)/C=C1\SCC(=O)N1CC(=O)NC1CCCCC1 | 0.2% | 9.5% | -1.0% | i | u | -0.5 | -4.1 | 5.0
O=C(Nc1nnc(S(=O)(=O)N2CCOCC2)s1)c1ccc(F)cc1 | -4.3% | 3.1% | -0.2% | i | -25.9%&-23.0% | 1.1 | 3.9&-11.8 | -3.2
Cc1ccc(-n2nnc3c(=O)oc4ccccc4c32)cc1 | 10.7% | -0.5% | 0.9% | i | -5.9%[57.5 µM] | -1.4 | -7.8 | -6.3
CCC1CCC(C(=O)NC(C(=O)Nc2ccc3c(c2)OCCO3)C(C)C)CC1 (configuration not stated) | 2.8% | -10.1% | -0.5% | i | i | 1.0 | 2.7 | 10.0

An excerpt from above in order of molar mass, ascending.
SMILES | EPAC2 antag | EPAC2 agonist | MmCpn inh | pAkt inh | PTHR1 ag | CCT modulator | D3 ag | D3 antag
CCCn1nnnc1SCC(=O)N1CCCCC1 | -0.6% | 7.9% | 0.6% | i | i | -0.3 | -4.5 | -24.8
COc1ccccc1CNC(=O)C(C)Oc1ccccc1 (configuration not stated) | -5.3% | 7.2% | -2.0% | i | i | -8.2 | -0.5 | 1.6
CCCc1n[nH]c(=O)c2c1nnn2Cc1ccccc1F | -2.8% | 11.9% | 2.1% | i | i | -0.9 | 8.4 | -0.8
Cc1ccn2c(=O)nc(SCC(=O)c3ccc(Cl)cc3)nc2c1 | 2.7% | 2.4% | -1.2% | i | -12.9% | -4.0 | -11.3 | -7.1
O=C(O)C1=C[C@@H](c2csc3ccccc23)C[C@@H](OCCCCO)O1 | -1.5% | 6.9% | x | i | -2.0% | -2.6 | 7.0 | -24.2
COc1cc(NC(=O)CSc2nnnn2C2CCCC2)cc(OC)c1 | -2.4% | 3.4% | -0.3% | i | -2.7% | -2.7 | 4.3 | 11.6
O=[N+]([O-])c1cc(CN2CCN(c3ccccc3)CC2)c(O)c2ncccc12 | 4.3% | -2.4% | 4.5% | i | -6.7% | 2.8 | -43.2 | -109.1*
CCOC(=O)CCNC(=O)N1CCCC(C(=O)c2ccccc2SC)C1 (configuration not stated) | -1.9% | 8.4% | 0.2% | i | i | -0.3 | 5.1 | u
COc1ccc(/C=N/NC(=O)c2cc(-c3ccccc3OC)nc3ccccc23)cc1COC(C)=O | 0.1% | 0.3% | -5.0% | i | i | -1.6 | -2.0 | 8.1

Next section.
SMILES | EPAC2 antag | EPAC2 agonist | MmCpn inh | pAkt inh | PTHR1 ag | CCT modulator | D3 ag | D3 antag
COc1cccc(-n2nc(-c3ccnn3-c3ccccc3)c(=O)n(C)c2=O)c1 | u | -0.1% | -0.1% | i | i | -1.1 | 2.8 | -19.6
CCN(CC)C(=O)CSc1nc2ccccc2c(=O)n1-c1cccc(OC)c1 | 3.4% | 2.9% | -1.1% | i | -22.4% | 0.0 | 7.6 | 9.8
O=C1N2CCCCC1(c1ccccc1)CCCC2 | 1.6% | 12.7% | x | i | 2.3% | 0.0 | -5.8 | 0.0
O=C(CNC(=O)c1ccc(Br)cc1)OCc1cc([N+](=O)[O-])cc2c1OCOC2 | -1.3% | 4.7% | 1.8% | i | -72.0%[inhibitor] | 1.5 | -9.2 | -7.3
Cc1ccc(N(CC(=O)N/N=C/c2cccc(Br)c2)S(C)(=O)=O)cc1 | 1.7% | -14.7% | 0.6% | i | i | 1.2 | 4.3 | 2.1
COc1ccccc1C(=O)NC(C)c1ccc(-n2ccnc2)cc1 (configuration not stated) | 4.2% | 19.1% | 0.4% | i | -0.8% | -2.5 | -10.2 | -9.2
COC(=O)C1=C(COc2ccc(F)cc2)NC(=O)NC1c1ccc(C)cc1C (configuration not stated) | 8.9% | -9.3% | -7.8% | i | i | 0.7 | -11.4 | -15.5
O=C(c1cc2ccccc2o1)N1CCN(c2cccc(C(F)(F)F)c2)CC1 | -1.2% | -7.3% | -1.5% | i | -3.1% | -4.3 | 1.3 | 13.2
O=C1NCC(NC(=O)C(F)(F)F)c2cc3c(cc21)OCO3 (configuration not stated) | 0.3% | 8.6% | -0.9% | i | i | -7.2 | 1.6 | -11.4
O=C(O)CN1C(=O)/C(=C\c2cc(Br)ccc2OCc2ccccc2Cl)SC1=S | -9.5% | 10.3% | -0.4% | i | -6.3% | 0.6 | -4.6 | 50.2
COC(=O)C(NC(=O)c1ccc(OC)cc1)(Nc1ncc(S(=O)(=O)c2ccc([N+](=O)[O-])cc2)s1)C(F)(F)F (configuration not stated) | -0.7% | 6.4% | 0.9% | i | -26.0% | -1.4 | 0.3 | -81.6*
O=C1OCCC1Sc1nc2ccccc2n1-c1ccccc1 (configuration not stated) | -6.3% | 3.0% | 0.4% | i | -19.9% | -1.3 | 0.2 | 29.3
CCN(CC)CCN1C(=O)C(O)=C(C(=O)c2cc3cccc(OC)c3o2)C1c1cccs1 (configuration not stated) | -11.1% | 4.8% | -4.1% | i | -0.2% | 0.0 | 2.3 | -13.0
COc1ccc(NC(=O)CS(=O)(=O)c2ccc(F)cc2)cc1 | 3.6% | -3.9% | -0.2% | i | i | 0.1 | 6.1 | 3.8
COc1ccc(C2=Nn3c(nnc3-c3ccco3)SC2)cc1OC | -2.1% | 3.5% | -3.9% | u | -3.8%[57.5 µM] | -0.3 | 2.6 | 20.9
COc1ccc(CCNC(=O)CN2C(=O)CSc3ccc(S(=O)(=O)N4CCOCC4)cc32)cc1OC | -6.6% | 8.5% | 3.2% | x | -2.7% | -3.5 | 2.1 | -15.2
COc1cccc(NC(=O)[C@H](C)NC(=O)C2CCN(S(=O)(=O)c3ccc(C)cc3)CC2)c1 | -10.8% | -6.8% | 0.5% | i | i | -0.8 | -10.6 | 16.6
CCOCCCNC(=O)CN1C(=O)COc2ccc(S(=O)(=O)N3CCOCC3)cc21 | 2.1% | -0.7% | -0.7% | i | -2.4% | 0.1 | 0.6&-5.9 | -0.3
Cc1cccc(OCC(=O)Nc2ccc3c(c2)nc(CN2CCCCC2)n3C)c1 | -5.2% | 4.2% | -1.1% | i | -31.8%[inhibitor] | -0.5 | -14.5&-26.7 | -92.5*
COc1ccc(CCN(C)C(=O)c2ccc3c(=O)n4c(nc3c2)CCCCC4)cc1OC | 0.6% | 5.5% | 0.2% | i | -4.6% | -1.8 | 1.6 | -2.1
O=C(/C=C/c1ccc2c(c1)OCO2)c1ccc[nH]1 | u | 2.4% | -2.4% | i | -24.3% | 0.2 | 1.2 | 11.5
CO/N=C(/CS(=O)Cc1ccc(Cl)cc1)c1ccc(Cl)cc1 (configuration not stated) | -1.3% | 8.1% | -0.6% | i | -2.2%[57.5 µM] | -9.7 | -11.8 | -5.1
CC1(C)CC(n2c(=S)[nH]c3ccccc3c2=O)CCO1 (configuration not stated) | 6.1% | 1.3% | 2.0% | i | -11.2% | 0.6 | -4.7 | -16.3
Cc1cc(C(=O)COC(=O)C2=COCCO2)c(C)n1-c1cccc(F)c1 | u | 7.6% | 0.7% | i | -11.0% | 0.0 | 2.0 | 2.4
CCc1ccc2nc(SCC(=O)Nc3nnc(C)s3)c(C)cc2c1 | 3.7% | -0.9% | -1.4% | i | 26.9% | 0.1 | 1.0 | -2.0
CC(=O)NC(C)(c1ccccc1)c1nc(/C=C/c2ccccc2)cs1 (configuration not stated) | -12.0% | 24.1% | x | i | -10.8% | -25.4 | -5.4 | -4.8
